Mtb BioA inh: inhibitors of Mycobacterium tuberculosis BioA enzyme; purified M. tuberculosis BioA enzyme, plate reader; inhibition, % at 9.99 µM; hit rate 0.096% among 360,000; AID 602481; in the data active means inhibition above about 40%
Starred values were filed as active, the others as inactive. These rows are one share of the data; count on the stated rates, not on these rows.

The opening 4 compounds, to show the layout:
SMILES	Mtb BioA inh
COc1ccc(NC(=O)N(C)C[C@@H]2Oc3cc(C#CCN(C)C)ccc3S(=O)(=O)N([C@H](C)CO)C[C@@H]2C)cc1	-0.5
COc1ccc(NC(=O)Nc2ccc3c(c2)C(=O)N([C@H](C)CO)C[C@H](C)[C@H](CN(C)S(C)(=O)=O)O3)cc1	0.2
CCN(C[C@H]1N[C@H](CO)[C@H]1c1ccc(-c2cccc(C#N)c2)cc1)C(=O)COC	-1.8
COCC#Cc1cnc2c(c1)C(=O)N([C@H](C)CO)C[C@H](C)[C@H](CN(C)C(=O)c1cccc(F)c1)O2	-0.7

The listing, repeating the preview:
SMILES	Mtb BioA inh
COc1ccc(NC(=O)N(C)C[C@@H]2Oc3cc(C#CCN(C)C)ccc3S(=O)(=O)N([C@H](C)CO)C[C@@H]2C)cc1	-0.5
COc1ccc(NC(=O)Nc2ccc3c(c2)C(=O)N([C@H](C)CO)C[C@H](C)[C@H](CN(C)S(C)(=O)=O)O3)cc1	0.2
CCN(C[C@H]1N[C@H](CO)[C@H]1c1ccc(-c2cccc(C#N)c2)cc1)C(=O)COC	-1.8
COCC#Cc1cnc2c(c1)C(=O)N([C@H](C)CO)C[C@H](C)[C@H](CN(C)C(=O)c1cccc(F)c1)O2	-0.7
COCC(=O)Nc1ccc2c(c1)C(=O)N(C)C[C@@H](OC)[C@@H](C)CN(C(=O)c1ccccn1)[C@H](C)CO2	3.5
N#C[C@@H]1[C@@H](c2ccc(C3=CCCC3)cc2)[C@@H](CO)N1S(=O)(=O)c1ccccc1	2.2
CO[C@@H]1CN(C)C(=O)c2cc(NC(=O)NC(C)C)ccc2OC[C@@H](C)N(Cc2ccccn2)C[C@@H]1C	0.0
CO[C@@H]1CN(C)C(=O)c2ccc(NS(=O)(=O)c3ccc(F)cc3)cc2OC[C@H](C)NC[C@H]1C	-2.7
C[C@@H]1CN([C@H](C)CO)C(=O)c2cc(C#CC3CCCCC3)cnc2O[C@H]1CN(C)Cc1cncnc1	4.2
C/C=C/c1ccc2c(c1)[C@@H]1[C@@H](CCN1C(=O)Cc1ccncc1)[C@@H](CO)N2C	0.9
CN(C)C(=O)c1cccc(-c2ccc3c(c2)[C@@H]2[C@@H](CCN2C(=O)c2ccc4c(c2)OCO4)[C@@H](CO)N3)c1	20
O=C(C1CC1)N1C[C@@H]2[C@H](c3ccccc31)[C@@H](CO)N2Cc1ccccc1Cl	-1.9
C[C@@H]1CN([C@H](C)CO)C(=O)c2cc(-c3ccccc3)cnc2O[C@@H]1CN(C)C(=O)Cc1ccccn1	-1.3
Cc1noc(C)c1NC(=O)Nc1ccc2c(c1)C(=O)N([C@H](C)CO)C[C@@H](C)[C@@H](CN(C)Cc1ccccc1)OCCCC[C@@H](C)O2	1.7
C[C@H]1CN([C@@H](C)CO)C(=O)c2cccc(NC(=O)Nc3ccc(F)cc3)c2O[C@@H]1CN(C)Cc1ccncc1	0.4
C[C@@H]1CN([C@@H](C)CO)C(=O)c2cccc(NS(=O)(=O)c3ccc(F)cc3)c2O[C@@H]1CN(C)CC1CCCCC1	0.6
O=C(NCC1CCCCC1)[C@H]1[C@H](CO)[C@H]2Cn3c(cccc3=O)[C@@H]1N2CCc1ccccc1	0.6
C[C@@H]1CN([C@H](C)CO)C(=O)c2cccc(NS(=O)(=O)c3ccc(F)cc3)c2O[C@@H]1CN(C)Cc1ccc(C(=O)Nc2ccccc2N)cc1	-7.4
C[C@H](CO)N1C[C@H](C)[C@@H](CN(C)Cc2ccc(Oc3ccccc3)cc2)Oc2ccc(NC(=O)Nc3ccccc3)cc2C1=O	1.2
Cc1noc(C)c1S(=O)(=O)Nc1ccc2c(c1)C(=O)N([C@H](C)CO)C[C@H](C)[C@H](CN(C)Cc1ccc3c(c1)OCO3)OCCCC[C@H](C)O2	0.1
CCCC#Cc1ccc2c(c1)O[C@H](CN(C)C(=O)c1ccccc1F)[C@H](C)CN([C@H](C)CO)S2(=O)=O	-0.1
CNC[C@H]1Oc2ccc(N(C)C)cc2CC(=O)N([C@@H](C)CO)C[C@@H]1C	-1.1
CC(C)CC#Cc1cnc2c(c1)C(=O)N([C@H](C)CO)C[C@@H](C)[C@H](CN(C)C(=O)Cc1ccncc1)O2	-2.8
C[C@@H]1CN([C@@H](C)CO)C(=O)c2cc(-c3ccc(C#N)cc3)cnc2O[C@@H]1CN(C)Cc1ccccn1	0.1
COc1ccc(C#Cc2ccc([C@@H]3[C@H](CO)N4CCCCN(Cc5ccncc5)C[C@@H]34)cc2)cc1	-3.7
COc1ccc(-c2cnc3c(c2)C(=O)N([C@@H](C)CO)C[C@@H](C)[C@H](CN(C)C(=O)Cc2ccccn2)O3)cc1	-1.5
O=C(Cc1cccnc1)N1[C@H](CO)[C@H](c2ccccc2)[C@@H]1CNCC1CCC1	2.1
COc1ccc(S(=O)(=O)N(C)C[C@H]2Oc3c(NC(=O)C4CCOCC4)cccc3C(=O)N([C@@H](C)CO)C[C@@H]2C)cc1	-2.0
O=C(C[C@@H]1C[C@H]2c3cc(NS(=O)(=O)c4ccc(F)cc4)ccc3O[C@H]2[C@H](CO)O1)NCC1CC1	-0.2
C[C@@H]1CN([C@@H](C)CO)C(=O)c2cc(NS(=O)(=O)c3cccs3)ccc2O[C@H]1CN(C)Cc1ccccc1	-1.9
C[C@H](CO)N1C[C@H](C)[C@@H](CN(C)S(=O)(=O)c2ccc(Cl)cc2)Oc2c(NS(C)(=O)=O)cccc2C1=O	-1.7
C/C=C/c1cnc2c(c1)C(=O)N([C@H](C)CO)C[C@H](C)[C@@H](CN(C)C(=O)c1cccnc1)O2	-0.7
C[C@H](CO)N1C[C@H](C)[C@H](CN(C)C(=O)Nc2ccc(F)cc2)OCCCC[C@H](C)Oc2ccc(NC(=O)Nc3cccc4ccccc34)cc2C1=O	-1.1
C[C@@H]1CCCCO[C@H](CN(C)C(=O)Nc2ccc(F)cc2)[C@@H](C)CN([C@H](C)CO)C(=O)c2cc(NC(=O)Nc3ccc4c(c3)OCO4)ccc2O1	-0.7
COC(=O)C[C@@H]1CC[C@H]2[C@@H](COC[C@@H](O)CN2S(=O)(=O)c2cn(C)cn2)O1	-1.9
C[C@H]1CCCCO[C@@H](CN(C)C)[C@@H](C)CN([C@@H](C)CO)C(=O)c2cc(NC(=O)NC3CCCCC3)ccc2O1	-0.1
CN(C)C(=O)c1cccc(-c2ccc([C@H]3[C@H]4CN(Cc5cccnc5)CCCCN4[C@H]3CO)cc2)c1	-4.2
C[C@H](O)C#Cc1ccc([C@@H]2[C@@H](CO)N3CCCCN(S(=O)(=O)Cc4ccccc4)C[C@@H]23)cc1	-3.2
CC(=O)N1[C@H](C(=O)NCc2ccccc2Cl)[C@@H](CO)[C@@H]2Cn3c(ccc(-c4cncnc4)c3=O)[C@@H]21	0.1
CNC[C@@H]1Oc2cc(C#Cc3cccnc3)ccc2S(=O)(=O)N([C@@H](C)CO)C[C@@H]1C	2.0
C[C@H](CO)N1C[C@H](C)[C@@H](CN(C)C(=O)Nc2ccccc2)OCc2cn(nn2)CCCC1=O	-0.5
C[C@H](CO)N1C[C@H](C)[C@@H](CN(C)CC2CCOCC2)Oc2cc(C3=CCCC3)ccc2S1(=O)=O	0.4
O=C(C[C@@H]1CC[C@@H](NC(=O)Nc2ccc(C(F)(F)F)cc2)[C@@H](CO)O1)NCCN1CCCC1	-0.6
O=C(c1cccnc1)N1CC[C@@H]2[C@@H](CO)Nc3ccc(C4=CCCCC4)cc3[C@@H]21	4.6
C[C@H]1CN([C@@H](C)CO)C(=O)Cc2cc(NS(C)(=O)=O)ccc2O[C@H]1CN(C)C(=O)Nc1ccc(C(F)(F)F)cc1	-1.9
CCC(=O)Nc1ccc2c(c1)OC[C@@H](C)N(CCc1ccccc1)C[C@H](C)[C@@H](OC)CN(C)C2=O	0.5
COCC#Cc1cnc2c(c1)C(=O)N([C@@H](C)CO)C[C@H](C)[C@H](CN(C)Cc1ccc(-c3ccccc3)cc1)O2	-1.4
O=C(NCC[C@@H]1CC[C@@H](NC(=O)C2CCCC2)[C@H](CO)O1)Nc1ccc(Cl)cc1	-3.2
N#C[C@H]1[C@@H](c2ccc(-c3cccc(F)c3)cc2)[C@H](CO)N1C(=O)c1cccnc1	10
C[C@H]1CN([C@@H](C)CO)C(=O)c2cc(NC(=O)CCCN(C)C)ccc2O[C@H]1CN(C)S(=O)(=O)c1ccc(F)cc1	4.8

Other structures.
SMILES	Mtb BioA inh
C[C@@H]1CN([C@@H](C)CO)C(=O)c2cc(NC(=O)C3CCCCC3)ccc2O[C@H]1CN(C)CC1CCCCC1	-0.3
CC(C)NC(=O)Nc1ccc2c(c1)C(=O)N([C@H](C)CO)C[C@@H](C)[C@H](CN(C)C(=O)Nc1ccc(C(F)(F)F)cc1)OCCCC[C@H](C)O2	-0.1
CO[C@@H](CN(C)C(=O)c1cnccn1)[C@H](C)CN([C@@H](C)CO)S(=O)(=O)c1ccccc1	-0.7
C[C@H](CO)N1C[C@H](C)[C@H](CN(C)CC2CC2)Oc2ccc(NC(=O)Cn3cnnn3)cc2C1=O	-1.7
CCC(=O)Nc1ccc2c(c1)C(=O)N(C)[C@@H]1CC[C@@H](CC(=O)NCCc3ccccc3)O[C@@H]1CO2	-1.6
C[C@@H]1CCCCO[C@H](CN(C)Cc2ccncc2)[C@@H](C)CN([C@@H](C)CO)C(=O)c2cc(NS(=O)(=O)c3ccccc3)ccc2O1	-1.0
Cc1noc(C)c1NC(=O)Nc1ccc2c(c1)CC(=O)N([C@@H](C)CO)C[C@@H](C)[C@H](CN(C)C(=O)Nc1ccc(C(F)(F)F)cc1)O2	5.8
C[C@H]1CN([C@@H](C)CO)C(=O)Cc2cc(NC(=O)C3CCCCC3)ccc2O[C@H]1CN(C)Cc1ccncc1	-3.1
N#C[C@H]1[C@H](c2ccc(-c3ccccc3F)cc2)[C@@H](CO)N1C(=O)C1CCC1	0.6
C[C@H](CO)N1C[C@H](C)[C@@H](CN(C)C(=O)Cc2ccccc2)OCCCC[C@H](C)Oc2ccc(NC(=O)Nc3ccccc3)cc2C1=O	0.6
C[C@@H]1CCCCO[C@@H](CN(C)C(=O)Cc2ccccc2)[C@@H](C)CN([C@H](C)CO)C(=O)c2cc(NC(=O)Nc3ccc4c(c3)OCO4)ccc2O1	-1.3
C[C@@H]1CCCCO[C@H](CN(C)C(=O)CCC(F)(F)F)[C@H](C)CN([C@@H](C)CO)C(=O)c2cc(NS(=O)(=O)c3cccs3)ccc2O1	-4.4
CCNC(=O)C[C@H]1CC[C@@H]2[C@@H](COc3ccc(NC(=O)Nc4cccc(Cl)c4)cc3C(=O)N2C)O1	2.9
O=C(Nc1ccccc1F)N[C@@H]1CC[C@H](CCNS(=O)(=O)c2ccc(Cl)cc2)O[C@@H]1CO	2.0
C[C@H]1CN([C@@H](C)CO)C(=O)Cc2cc(NC(=O)Nc3ccccc3)ccc2O[C@@H]1CN(C)Cc1ccc2c(c1)OCO2	0.9
CO[C@H]1CC[C@@H]2CCN(C)C(=O)C[C@@H](c3ccccc3)CN(C)C(=O)c3cc(C#N)ccc3OC[C@H]1O2	0.6
C[C@@H]1CCCCO[C@H](CN(C)C(=O)Nc2cccc3ccccc23)[C@H](C)CN([C@H](C)CO)C(=O)c2cc(NS(=O)(=O)c3cccs3)ccc2O1	-1.0
C[C@@H]1CN([C@@H](C)CO)C(=O)Cc2cc(NC(=O)NC3CCCCC3)ccc2O[C@H]1CN(C)S(=O)(=O)c1cn(C)cn1	-4.5
CO[C@@H]1CN(C)C(=O)c2cc(NC(=O)NC(C)C)ccc2OC[C@H](C)N(C(=O)CC2CC2)C[C@@H]1C	-1.7
C[C@@H]1CCCCO[C@@H](CN(C)S(=O)(=O)c2ccccc2)[C@@H](C)CN([C@@H](C)CO)C(=O)c2cc(NC(=O)C3CCCCC3)ccc2O1	-0.3

An excerpt of these results, in CSV form.
SMILES,Mtb BioA inh
C[C@H]1CN([C@@H](C)CO)C(=O)Cc2cc(NC(=O)Nc3ccccc3)ccc2O[C@@H]1CN(C)Cc1ccc2c(c1)OCO2,0.9
CO[C@H]1CC[C@@H]2CCN(C)C(=O)C[C@@H](c3ccccc3)CN(C)C(=O)c3cc(C#N)ccc3OC[C@H]1O2,0.6
C[C@@H]1CCCCO[C@H](CN(C)C(=O)Nc2cccc3ccccc23)[C@H](C)CN([C@H](C)CO)C(=O)c2cc(NS(=O)(=O)c3cccs3)ccc2O1,-1.0
C[C@@H]1CN([C@@H](C)CO)C(=O)Cc2cc(NC(=O)NC3CCCCC3)ccc2O[C@H]1CN(C)S(=O)(=O)c1cn(C)cn1,-4.5

Next section:
SMILES	Mtb BioA inh
C[C@H]1CN([C@@H](C)CO)C(=O)c2cc(NC(=O)Nc3ccccc3)ccc2O[C@@H]1CN(C)C(=O)Nc1ccccc1	-1.8
Cc1ccc(S(=O)(=O)Nc2ccc3c(c2)C(=O)N([C@H](C)CO)C[C@H](C)[C@@H](CN(C)C(=O)Nc2cccc4ccccc24)OCCCC[C@H](C)O3)cc1	-3.9
CCCN(C)C[C@@H]1OCCCC[C@@H](C)Oc2ccc(NS(=O)(=O)c3ccccc3)cc2C(=O)N([C@H](C)CO)C[C@@H]1C	-5.5
CO[C@@H]1CC[C@H]2CCOc3c(C#N)cccc3C(=O)N(C)[C@H](C)C(=O)N(C)C[C@@H]1O2	-0.5
O=C(C[C@@H]1C[C@H]2c3cc(NC(=O)CC4CC4)ccc3O[C@H]2[C@H](CO)O1)NCc1ccncc1	0.2
O=C(NC[C@@H]1[C@@H](c2ccccc2)[C@@H](CO)N1CC1CCCC1)c1ccncc1	-1.6
COC(=O)[C@H]1[C@H](CO)[C@H]2Cn3c(ccc(-c4ccc(F)cc4)c3=O)[C@H]2N1C(=O)C1CCC1	1.6
C[C@H]1CN([C@@H](C)CO)C(=O)Cc2cc(NC(=O)c3ccncc3)ccc2O[C@@H]1CN(C)C(=O)Nc1ccccc1	-5.8
C[C@H]1CN([C@@H](C)CO)S(=O)(=O)c2ccc(C#Cc3ccncc3)cc2O[C@H]1CN(C)S(=O)(=O)c1ccc(F)cc1	-0.3
C[C@H](CO)N1C[C@H](C)[C@@H](CN(C)S(=O)(=O)c2ccc(Cl)cc2)Oc2ccc(NS(=O)(=O)c3cn(C)cn3)cc2CC1=O	-0.4

Screening data deposited in PubChem BioAssay by Broad Institute.
